SR-BI DiI-HDL act: SR-BI HDL lipid transfer activation. CHO ldlA[mSR-BI] cells, DiI-HDL uptake fluorescence, 3 h; 100 = double the neutral-control signal. activation, % at 12.5 µM. 320,000 tested, 0.096% active. AID 504775;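 active means mean replicate activation of at least 60% and every replicate at or above 60%; inconclusive means mean or all-replicate condition met, but not both; inactive means mean below 60% and not all replicates reaching 60%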;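 further: 0% = median plate neutral-control signal and 100% = twice that signal; values of inactives mirror those of a sister screen read the other way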
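material = CHO ldlA[mSR-BI] cells | medium = Ham's F12 with 0.5% BSA, HEPES 25 mM, pH 7.4 | reagent = fluorescent DiI-HDL, 10 µg/mL final | compound dosing = single-point compound dose | incubation = 3 h, 37 °C | measured by = bottom-read fluorescence, 550/595 nm | measure = HDL uptake via cellular fluorescence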
Wnt bcat act: activates Wnt/beta-catenin signaling in a reporter cell assay. activator, plate reader. activation, % at 9.35 µM. 300,000 tested, 1.2% active. AID 743398; in the data active means activation above about 30%, passing the limit was not always enough; inconclusive means no clear call, values can overlap the other calls;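 further: 0% = neutral control wells and 100% = positive control wells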
phage Ecoli inh: E. coli growth loss with phage present | growth absorbance | inhibition, % at 11.9 µM | 360,000 tested, 0.26% active | AID 651602; in the data active means inhibition above about 11%
AddAB inh: less growth of phage-infected E. coli with AddAB; E. coli expressing H. pylori AddAB, absorbance growth; inhibition, % at 11.9 µM; 330,000 tested, 0.29% active; AID 435030; in the data active means inhibition above about 12%;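 further: 0% = vehicle wells of infected cells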
Ecoli viability: counter-screen for AddAB inhibitors: E. coli growth inhibition. E. coli V3065 growth, OD600 absorbance, 18 h. 330,000 tested, 0.27% active. inhibition, % at 11.9 µM. AID 449728;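 active means inhibition above the campaign's mean inhibition across all tested compounds plus 3 SD, cut at about 9.9% in these data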;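 further: uninfected addAB+ strain grown without phage in ampicillin broth; 0% = DMSO wells and 100% = ciprofloxacin 0.95 µg/ml wells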
CAL PDZ FP-1: blocks peptide binding to human CAL PDZ domain. Q9HD26. purified CAL PDZ, TMR-peptide fluorescence polarization, 1 h. inhibition, % at 20 µM. 330,000 tested, 0.02% active. AID 504414;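 active means highest replicate inhibition of at least 40%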;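 further: plate controls were DMSO neutral control wells for no effect and unlabeled competitor peptide control wells for full effect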
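Test system: purified CerCALP PDZ construct; Compound dosing: one concentration, 20 µM compound; Also added: TMR-labelled reporter peptide T*-PRC34 bound in PDZ groove; Read-out: inhibition from polarization loss; Controls: unlabelled peptide and DMSO controls; Signal: FP readout, S and P plane fluorescence; Incubation: 1 h at RT.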
MITF TRPM1 HTS: MITF TRPM1 promoter activation in melanoma cells; SK-MEL-5 TRPM1-promoter luciferase, 24 h; % of positive control, neutral wells = 0; activation, % at 12.5 µM; 300,000 tested, 0.75% active; AID 588334;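 active means mean activation of at least 80% with every replicate also reaching 80%; inconclusive means mean reaches 80% but some replicate falls short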;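 further: 0% = neutral control wells and 100% = parthenolide positive control wells; values of inactives mirror those of a sister screen read the other way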
CAL PDZ FP-2: inhibitors of human CAL PDZ peptide binding; AID 602252; purified CAL PDZ, TMR-peptide fluorescence polarization, 1 h; 300,000 tested, 0.92% active; Q9HD26; inhibition, % at 24.9 µM;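 active means mean inhibition of at least 30% with at least half of replicates also reaching 30%; inconclusive means no clear call, values can overlap the other calls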;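 further: 0% = DMSO neutral control and 100% = excess unlabeled competitor peptide PRC23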
SR-BI HDL uptake: inhibitors of mouse SR-BI mediated HDL lipid uptake; ldlA[mSR-BI] CHO cells, DiI-HDL uptake fluorescence, 3 h; inhibition, % at 12.5 µM; 320,000 tested, 0.96% active;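 active means mean replicate inhibition of at least 70% and a set share of replicates each scoring 70 or more; inconclusive means meets just one of the two criteria; inactive means fails both criteria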;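 further: 0% = median of neutral control wells and 100% = median of positive control wells; values of inactives mirror those of a sister screen read the other way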
Target sequence (Q61009 whole entry, looked up): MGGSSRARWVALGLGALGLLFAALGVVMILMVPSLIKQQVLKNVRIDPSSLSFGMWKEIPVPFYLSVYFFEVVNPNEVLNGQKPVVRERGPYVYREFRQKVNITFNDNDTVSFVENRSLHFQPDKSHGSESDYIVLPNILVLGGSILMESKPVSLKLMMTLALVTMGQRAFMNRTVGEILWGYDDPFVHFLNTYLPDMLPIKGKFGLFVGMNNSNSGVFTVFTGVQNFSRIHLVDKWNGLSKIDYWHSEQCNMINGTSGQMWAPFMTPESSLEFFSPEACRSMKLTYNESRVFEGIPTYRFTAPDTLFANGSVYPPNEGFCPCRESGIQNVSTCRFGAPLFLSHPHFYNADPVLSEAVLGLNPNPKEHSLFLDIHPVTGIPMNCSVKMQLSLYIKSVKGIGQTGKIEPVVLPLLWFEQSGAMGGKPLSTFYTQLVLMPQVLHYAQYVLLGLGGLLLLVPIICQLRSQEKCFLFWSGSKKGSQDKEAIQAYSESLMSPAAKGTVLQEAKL
Tat export inh: inhibitors of E. coli Tat protein transport; E. coli MC4100 TorA-mCherry Tat export, fluorescence; 340,000 tested, 0.036% active; inhibition, % at 10 µM;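 active means mean replicate inhibition at least 50% and at least half of replicates individually reaching 50%; inconclusive means only one of the two criteria met; inactive means neither criterion met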;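 further: exported cargo escapes ClpAP degradation while cytoplasmic cargo is degraded and loses fluorescence; 0% = median of neutral control wells and 100% = median of NaSCN control wells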
An asterisk follows results filed as active; ? = inconclusive; . = not tested or not shown. This is a random part of the collection; overall some 3.6% were active at least once.

Second line of a record: SR-BI DiI-HDL act	Wnt bcat act	phage Ecoli inh	AddAB inh	Ecoli viability	CAL PDZ FP-1	MITF TRPM1 HTS	CAL PDZ FP-2	SR-BI HDL uptake	Tat export inh
> CCCCn1c(N)c(N(CCOC)C(=O)C(C)Oc2ccc(Cl)cc2)c(=O)[nH]c1=O (centres undefined)
 : 31	1	3.6	1.6	0.9	-1.4	-4	-3	-31	-7
> O=C1C[C@H](NC(=O)OCc2ccccc2)CO1
 : 19	-1	-1.5	1.5	-0.5	0.6	0	-5	-19	12
> Cc1cc(=O)[nH]c(SCC(=O)Nc2cccc(C(F)(F)F)c2)n1
 : 6	.	2.9	1.3	2.5	.	-6	-2	-6	-4
> O=C(Nc1sc2c(c1C(=O)O)CCC2)c1ccccc1Cl
 : -9	-1	1.9	4.1	-1.4	-0.3	.	-3	9	-5
> O=C(O)CC(C(=O)Nc1cccc(C(F)(F)F)c1)C1CCCO1 (centres undefined)
 : 17	-7	0.7	0.0	0.7	0.2	.	0	-17	-4
> O=C(NCc1ccco1)c1ccc2c(c1)S(=O)(=O)c1ccccc1C2=O
 : -17	-2	1.0	-1.4	-0.2	0.1	5	-1	17	-15
> O=C(Cn1cnc([N+](=O)[O-])n1)NC1CC1
 : 7	0	1.2	0.7	1.9	-7.7	2	-2	-7	-2
> CC1=NN(c2ccccc2)C(=O)C1/C=C1\NC(=S)NC1=O (centres undefined)
 : 4	0	0.9	-1.4	-0.2	-0.1	-10	-1	-4	-8
> CCOC(=O)c1sc(=S)n(-c2ccccc2)c1N
 : 3	.	2.1	0.9	0.4	0.1	5	-2	-3	-4
> O=C(NCc1ccc(Cl)cc1)c1ccc2c(=O)n(CC3CCCO3)c(=S)[nH]c2c1 (centres undefined)
 : 6	-2	1.5	3.0	1.9	-0.7	10	1	-6	8
> CCNC(=O)COC(=O)c1cc(-c2ccco2)nc2ccccc12
 : -8	-3	-1.3	5.0	0.9	-0.8	-14	-4	8	-3
> CCNC(=S)NNc1nnc(-c2ccccc2)c(-c2ccccc2)n1
 : -2	-2	0.2	0.8	-0.4	-18	-12	-1	2	1
> COc1ccc(CN2CCc3c([nH]c4ccccc34)C2)cc1Br
 : -18	4	0.4	1.8	0.1	-2.9	.	-5	18	11
> Cc1cc(Cl)ccc1NC(=S)NCCN1CCOCC1
 : -5	-2	2.1	5.5	2.1	-1.5	-1	-3	5	-7
> CC(C)(Cc1nc2ccccc2[nH]1)C(=O)O
 : 21	.	2.4	0.3	-3.1	.	-13	-2	-21	1
> C=C1CCC[C@]2(C)C[C@H]3OC(=O)C(CNCCN(C)C)[C@H]3CC12 (some centres undefined)
 : 12	0	-0.9	0.1	-2.0	0.3	-4	-6	-12	-5
> COc1ccc(NC(=O)Nc2ccc(C)cc2OC(F)F)cc1OC
 : -38	.	3.4	3.0	-0.1	.	.	0	38	-3
> Cc1cc(C)c(NC(=O)C(C)(C)C)c(Cl)c1
 : -4	.	1.3	-1.9	0.3	-0.4	-2	1	4	-10
> Cn1c2c(c(=O)n(C)c1=O)C(CC(=O)Nc1ccccc1)C(=O)N2 (centres undefined)
 : 4	0	2.3	4.1	-2.0	-0.5	4	2	-4	-3
> Cc1ccc(C(CCN)c2ccco2)cc1 (centres undefined)
 : 2	.	3.9	4.0	2.5	-0.4	1	-2	-2	-8
> COc1ccc(NC(=O)c2cc(-c3cc(C)cc(C)c3O)n[nH]2)cc1Cl
 : -46	-4	5.2	5.3	2.8	-1.2	.	-8	46	-24
> CC(C)C1=CC(=NS(=O)(=O)c2cccc([N+](=O)[O-])c2)C=C(C(C)C)C1=O
 : 4	-1	3.3	3.6	-2.8	.	-14	4	-4	-7
> O=c1/c(=C/c2ccccn2)sc2nc3ccccc3n12
 : -1	.	3.0	3.0	-1.8	.	13	-5	1	4
> CC(C)(C)NC(=O)C(c1ccncc1)N(C(=O)C1CSC(=O)C1)c1ccccc1 (centres undefined)
 : .	0	4.6	1.1	0.8	0.3	7	.	.	3
> CCCCNC1(C#N)CCN(Cc2ccccc2)CC1
 : 2	-1	2.5	.	.	0.0	0	-2	-2	-4
> Cc1ccccc1N(CC(=O)NCc1ccncc1)S(C)(=O)=O
 : 10	0	0.3	-0.2	-1.2	-3.7	4	-2	-10	-6
> Cc1c(CCCl)c(Cl)n2c(nc3ccccc32)c1C#N
 : 16	-4	2.1	.	.	-0.7	-96	-3	-16	-3
> COc1ccc(C(=O)COC(=O)C2CCN(S(=O)(=O)c3cccc4cccnc34)CC2)cc1
 : 18	-2	2.2	5.8	0.3	-3.6	9	6	-18	-5
> CCc1nnc(NC(=O)CCC(=O)NC2CCCCCCC2)s1
 : 18	-2	-2.8	3.0	2.5	0.2	-4	.	-18	5
> CS(=O)(=O)N(CC(=O)Nc1ccccc1C(=O)NCCc1ccccc1)c1ccc2c(c1)OCCO2
 : 3	.	2.4	-3.2	-1.6	-2.4	9	.	-3	1
> CN(C)C(=O)CCc1ccc2c3c([nH]c2c1)[C@]1(CCC2CCCC2)[C@@H](C(=O)N2CCOCC2)C[C@H](CC(=O)NCC24CC5CC(CC(C5)C2)C4)C(=O)N1CC3
 : 50	-3	2.3	-2.7	-3.4	0.3	-5	-5	-50	25
> COc1ccccc1N1CCN(S(=O)(=O)c2cc(Br)cnc2N)CC1
 : 31	-1	2.4	5.5	2.7	-1.5	-1	-7	-31	0
> COc1cccc(-c2nc(-c3ccccc3)nc(N3CCN(C)CC3)c2C#N)c1
 : -59	0	3.0	0.9	-1.0	-2.9	9	3	59	0
> COc1ccc(C2C(C#N)=C(N)Oc3cc(C)n(Cc4ccncc4)c(=O)c32)cc1 (centres undefined)
 : .	.	1.5	-0.3	0.6	-1.4	-11	-3	-22	8
> CC(C)COP(=O)(c1ccc(N(C)C)cc1)C(O)c1ccccc1 (centres undefined)
 : -7	3	-0.5	-1.6	-1.5	0.5	-3	-2	7	-5
> N#Cc1ccccc1OCC(=O)NNC(=O)c1ccncc1
 : 34	2	4.2	1.4	-2.8	-0.6	-6	-1	-34	0
> OC1CCCN(CC(O)COc2ccc(-c3ccccc3)cc2)C1 (centres undefined)
 : 13	6	0.7	2.4	0.5	-2.1	48	-4	-13	-7
> O=C(NCCCNC(=O)c1ccccn1)c1ccccn1
 : 4	.	1.8	-0.6	-1.9	.	-1	.	-4	3
> FC(F)(F)c1cccc(N2CCc3cn[nH]c32)c1
 : -8	0	1.1	3.5	0.4	0.7	21	2	8	-4
> O=C(CNc1cc([N+](=O)[O-])ccc1NCCO)Nc1cccc(S(=O)(=O)N2CCCCC2)c1
 : -66	13	0.6	-1.4	0.0	0.2	-1	-3	66	-3
> O=C1N/C(=N/S(=O)(=O)Cc2ccccc2)S/C1=C/c1ccc2c(c1)OCO2
 : .	3	4.0	0.4	-0.7	-4.7	-8	-7	.	-6
> CCOCCCNC(=S)Nc1ccc2nc(N3CCCC3)cc(C)c2c1
 : -8	.	2.5	1.8	-0.3	-0.8	-1	0	8	3
> O=C(Nc1ccccc1[N+](=O)[O-])c1cc(S(=O)(=O)Nc2ccccn2)ccc1Cl
 : -3	-6	1.0	4.9	0.4	-0.7	-8	-4	3	-12
> CC(C)Oc1cccc(C2NC(=O)c3ccccc3O2)c1 (centres undefined)
 : .	3	3.8	0.5	-0.6	0.1	15	.	.	8
> Cc1ccc(C2c3[nH]c4ccccc4c3C[C@H]3C(=O)N(c4ccccc4C(=O)N4CCC[C@H]4C(=O)O)C(=O)N23)cc1 (some centres undefined)
 : -3	0	0.5	2.4	1.5	-0.4	-19	0	3	-1
> Cc1ccc(N(C)S(=O)(=O)c2cccc(C(=O)NCC(c3ccco3)N3CCCC3)c2)cc1 (centres undefined)
 : 3	-1	1.1	0.4	-0.2	-0.3	-4	0	-3	0
> O=C(O)C(CO)(c1ccccc1)c1ccccc1
 : 29	-4	-1.1	4.1	-1.7	-2.0	0	-3	-29	16
> C/C(=N/NC(=O)c1cc(-c2cccc([N+](=O)[O-])c2)n[nH]1)c1cccc(O)c1
 : .	2	2.0	0.7	1.4	-1.8	2	-5	.	-7
> C[C@@H]1NC(=O)N(c2ccc(F)cc2)C1=O
 : 9	0	2.9	.	.	-1.0	10	11	-9	-6
> Cc1nnc(NC(=O)CSc2nnc(Cc3cccn3C)n2CCc2ccccc2)s1
 : -7	-3	2.7	2.3	-0.2	-1.8	15	-3	7	1
> OCCOCCn1c(C2CCCN2c2nc(-c3ccc(F)cc3)cs2)nc2cc(C(F)(F)F)ccc21 (centres undefined)
 : 6	-7	0.6	1.4	-3.0	1.2	-17	6	-6	-3
> Brc1cccc(C=Nc2cccc3ncccc23)c1
 : ?	5	1.3	1.2	-2.2	0.0	.	2	-117	10
> CS(=O)CCC(NS(=O)(=O)c1ccccc1)C(=O)O (centres undefined)
 : 11	-2	3.4	-0.6	0.4	0.8	5	0	-11	5
> CCCNC(=O)c1ccccc1NC(=O)c1cccc(-n2cnnn2)c1
 : -33	1	1.2	1.6	2.3	-3.2	7	.	33	-4
> O=C1Nc2ccccc2OC1CC(=O)N1CCN(c2cccc(C(F)(F)F)c2)CC1 (centres undefined)
 : 9	.	1.1	-0.9	-1.5	-3.2	-8	.	-9	6
> CSc1ncc(Cl)c(C(=O)Nc2cccnc2)n1
 : 10	2	3.0	-0.9	-0.9	0.5	0	-7	-10	-5
> CC1CCCCC1NC(=O)CN1C(=O)c2cccc(N)c2C1=O (centres undefined)
 : 10	-2	1.2	.	.	0.4	-5	8	-10	3
> CCOC(=O)c1nn(-c2ccccc2)c(=O)cc1SC1CCCCC1
 : -14	0	2.4	2.1	0.8	0.1	7	.	14	2
> Cc1cc(C)cc(OCC(=O)NCc2nc(-c3ccccc3)no2)c1
 : -3	-1	0.8	1.7	1.2	-2.3	0	1	3	9
> CCOC(=O)N1CCN(CC(O)COc2c(OC)cccc2OC)CC1 (centres undefined)
 : 19	.	2.4	1.2	0.1	-0.8	-7	-2	-19	11

Additional results follow.
Second line of a record: SR-BI DiI-HDL act	Wnt bcat act	phage Ecoli inh	AddAB inh	Ecoli viability	CAL PDZ FP-1	MITF TRPM1 HTS	CAL PDZ FP-2	SR-BI HDL uptake	Tat export inh
> CCOC(=O)C1CCN(Cc2cnc(NC(=O)OC)s2)CC1
 : 26	.	2.8	1.8	1.8	-2.9	.	0	-26	-4
> Cc1ccccc1CC1(CO)CCCN(Cc2cn[nH]c2-c2ccccc2)C1 (centres undefined)
 : .	-1	2.5	0.2	0.1	0.9	-2	0	.	0
> CC(=O)NC1C(=O)N(CCc2ccccc2)c2ccc(Br)cc21 (centres undefined)
 : 4	-2	2.1	.	.	.	2	-1	-4	7
> Cc1cc2nc(CCN(C(=S)NCC3CCCO3)C3CCCC3)[nH]c2cc1C (centres undefined)
 : -21	-3	2.9	0.2	0.0	-1.4	-6	0	21	6

From PubChem
